# HP1b chromo inh – inhibitors of HP1-beta chromodomain binding to methylated histone tails; P83916; AlphaScreen HP1-beta / biotin-H3K9me3 peptide binding; Potency, µM (titrated, usually from 114 µM), inactives show at the top dose activity change, negative = inhibition, usual class: inhibitors; 390,000 tested, 0.56% active; also: potency is read from the fitted curve at half-maximal effect; nearly all actives have a fitted effect of over 70% in size; inactives centre near 23
# Target sequence (P83916 whole entry, looked up): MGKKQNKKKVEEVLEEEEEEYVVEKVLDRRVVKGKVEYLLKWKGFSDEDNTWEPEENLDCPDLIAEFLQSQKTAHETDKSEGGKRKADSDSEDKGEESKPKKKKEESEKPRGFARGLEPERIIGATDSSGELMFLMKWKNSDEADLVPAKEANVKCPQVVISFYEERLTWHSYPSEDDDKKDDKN
#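 AlphaScreen: HP1-beta (50 nM) preformed 30 min with biotin-H3(1-18)K9me3 peptide (50 nM) in PBS pH 7.4, 0.01% Tween-20. Compound added for 30 min at RT, then streptavidin donor/nickel chelate acceptor beads (10 ug/mL) for 30 min.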
# BAZ2B inh – blocks human BAZ2B. AlphaScreen BAZ2B-H3K14Ac peptide displacement. Potency, µM (titrated, usually from 114 µM), for inactives: at the top dose activity change, negative = inhibition, hits mostly inhibitors. 360,000 tested, 4.4% active; also: potency is read from the fitted curve at half-maximal effect; % is scaled to controls: 0 for no effect and ±100 for the full control effect; nearly all actives have a fitted effect of over 60% in size
#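 In this displacement format the biotinylated H3(5-23) peptide acetylated at Lys14 serves as ligand at 50 nM, with BAZ2B at 50 nM in PBS pH 7.4 containing 0.01% Tween-20. Donor and acceptor beads are 10 ug/mL final.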
# JMJD2A Tudor – JMJD2A Tudor domain (human) inhibition. Potency, µM (highest dose often 114 µM), for inactives: top-dose activity change, negative = inhibition, most hits filed as inhibitors. AlphaScreen JMJD2A-Tudor / H3K4me3 peptide binding. 390,000 tested, 4.4% active. O75164; also: potency is read from the fitted curve at half-maximal effect; % is scaled to controls: 0 for no effect and ±100 for the full control effect; nearly all actives have a fitted effect of over 50% in size
# ERG-DNA inh – blocks human ERG Ets domain binding to DNA | P11308 | fluorescence polarization, His-ERG Ets domain / labelled DNA | Potency, µM (top dose mostly 76.9 µM), without a hit: at the top dose FP activity, negative = inhibition, actives largely listed as inhibitors | 370,000 tested, 0.028% active; active = well fitted inhibition curve with a large enough effect in the polarisation, with a control signal flat; inconclusive = small, poorly fitted or top-dose-only effect, or effect the other way, or a change in a side signal; inactive = no such curve, though single readings can be large or run the other way; the % refers to the polarisation;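 also: polarization taken with two DNA probes labelled with fluorescein and Texas red; potency is read from the fitted curve at half-maximal effect; % of control where 0% means no effect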
#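 His-tagged ERG Ets domain (1 uM in the protein solution; 300mM KCl, 50mM Tris-HCl, 1mM EDTA, 1mM DTT, pH 7.5) received compound, then a probe mix of 5 nM fluorescein-DNA and 100nM Texas-615-DNA. Fluorescence polarization was read for both dyes.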
# Tb PGK inh – inhibitors of T. brucei phosphoglycerate kinase; P07378; PGK/GAPDH coupled, Kinase-Glo luminescence, 60 min; Potency, µM (titrated, usually from 57.5 µM), without a hit: at the highest dose activity change, negative = inhibition, most hits filed as inhibitors; 380,000 tested, 0.043% active; also: potency is read from the fitted curve at half-maximal effect; % is scaled to controls: 0 for no effect and ±100 for the full control effect; nearly all actives have a fitted effect of over 60% in size
#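 Recombinant glycosomal PGK reaction used 1,3-bisphosphoglycerate generated in-well by GAPDH (100nM final) in 100mM TEA pH 7.6, 5mM MgCl2, 0.01% Tween-20. After 60 minutes at room temperature, ATP was read by Kinase-Glo Plus luminescence end-point.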
# PI4K2A block – blocks human PI4K2A kinase activity. Q9BTU6. purified PI4K2A, ADP-Glo luminescence, 1 h; stronger effect = lower value. activity change, negative = inhibition, % at 76.9 µM. 420,000 tested, 0.13% active; in the data active = activity change below about -50%; inconclusive = mostly about -30% to -49%;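 also: -100% = wells without enzyme as full effect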
# Target sequence (Q9BTU6 whole entry, looked up): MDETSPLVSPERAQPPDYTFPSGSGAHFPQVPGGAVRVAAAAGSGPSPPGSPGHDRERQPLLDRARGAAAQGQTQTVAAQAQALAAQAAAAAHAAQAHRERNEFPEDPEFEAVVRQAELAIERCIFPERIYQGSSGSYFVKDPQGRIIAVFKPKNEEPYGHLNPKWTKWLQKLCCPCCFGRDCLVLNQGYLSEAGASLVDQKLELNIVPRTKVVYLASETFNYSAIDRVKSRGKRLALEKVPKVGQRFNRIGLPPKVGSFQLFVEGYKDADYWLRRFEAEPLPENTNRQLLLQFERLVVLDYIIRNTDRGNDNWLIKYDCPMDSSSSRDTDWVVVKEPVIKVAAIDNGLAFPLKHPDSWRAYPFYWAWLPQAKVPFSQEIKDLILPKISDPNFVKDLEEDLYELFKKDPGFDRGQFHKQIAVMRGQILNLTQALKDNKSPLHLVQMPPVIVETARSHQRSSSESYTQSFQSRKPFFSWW
#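 PI4K2A activity was measured by ADP-Glo luminescence: enzyme (4 ug/mL stock) and phosphatidylinositol (1.2 mM stock) in Tris pH 7.5/MgCl2/EGTA/Triton X-100 buffer were reacted with ATP (300 microM stock) for one hour at ambient temperature.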
# G9a block – blocks human histone lysine methyltransferase G9a; 350,000 tested, 8.8% active; Q96KQ7; Potency, µM (doses to about 102 µM), inactives show at the highest dose activity, negative = inhibition, hits mostly inhibitors; G9a H3K9 monomethylation, AlphaScreen, 2 h; AID 504332; also: potency is read from the fitted curve at half-maximal effect; % is scaled to controls: 0 for no effect and ±100 for the full control effect; nearly all actives have a fitted effect of over 75% in size
# Target sequence (Q96KQ7 913-1193 limits assumed): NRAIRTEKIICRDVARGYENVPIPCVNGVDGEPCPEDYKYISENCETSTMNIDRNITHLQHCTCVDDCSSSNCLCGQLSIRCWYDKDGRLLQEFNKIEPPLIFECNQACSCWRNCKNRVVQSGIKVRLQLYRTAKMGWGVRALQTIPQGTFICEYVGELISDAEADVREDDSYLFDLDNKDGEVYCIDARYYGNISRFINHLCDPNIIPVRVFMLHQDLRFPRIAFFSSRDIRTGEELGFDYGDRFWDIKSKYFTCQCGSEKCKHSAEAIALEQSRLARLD
#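 Step 1: enzyme (final 20 nM) with compound, 15 min RT. Step 2: substrate peptide 500 nM and SAM 20 uM, 2 h RT. Step 3: anti-H3K9me1 antibody and AlphaScreen beads, 10 min, then plate read.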
# Pin1 inhibitor – inhibitors of human Pin1 | 390,000 tested, 0.009% active | Potency, µM (top dose mostly 115 µM), inactives show at the top dose activity, negative = inhibition, actives largely listed as inhibitors | Pin1 FP peptide displacement, HiFluor488, 10 min | AID 504891 | Q13526; active = well fitted inhibition curve with a large enough effect in the polarisation, with a control signal flat, not every such curve was filed as active; inconclusive = small, poorly fitted or top-dose-only effect, or effect the other way, or a change in a side signal; inactive = no such curve, though single readings can be large or run the other way; the % refers to the polarisation; also: potency is read from the fitted curve at half-maximal effect; % is scaled to controls: 0 for no effect and ±100 for the full control effect
# GLS inhibitor – glutaminase GLS (human) inhibition; AID 624170; GLS enzymatic activity, qHTS titration; Potency, µM (titrated, usually from 45.5 µM), for the others: top-dose activity change, negative = inhibition, usual class: inhibitors; O94925; 410,000 tested, 0.21% active; also: potency is read from the fitted curve at half-maximal effect; % is scaled to controls: 0 for no effect and ±100 for the full control effect
#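 hKGA in 45 mM KH2PO4 pH 8.2, 0.02% Tween-20 with pin-transferred compounds; 1 mM L-glutamine (stock) plus glutamate oxidase/HRP/Amplex Red coupling added. Fluorescence read initially and after 30 min at RT.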
# Starred values were filed as active, the others as inactive; i = inactive; ? = inconclusive; . = not tested or not shown; & = joins results of further samples; [ ] = another dose, or the depositor's remark. Unless noted, calls follow the shape of the dose curve; as a rule, active = well fitted curve in the direction sought with a large enough effect; inconclusive = small, poorly fitted or top-dose-only effect, or another doubt; inactive = no such curve, though single readings can be large; an effect the other way counts as inactive or inconclusive.
Compound	HP1b chromo inh	BAZ2B inh	JMJD2A Tudor	ERG-DNA inh	Tb PGK inh	PI4K2A block	G9a block	Pin1 inhibitor	GLS inhibitor
COc1ccc(NC(=O)NCCc2c(C)nn(C)c2C)c(OC)c1	6%	-3%	-8%	0%	-9%	1	21%[59 µM]	-13%	18%
CC(C)CCNC(=O)c1ccc2nc[nH]c2c1	24%	6%	-9%	2%	-2%	-6	1%[59 µM]	-11%	-13%
COc1ccc(S(=O)(=O)N2CC(O)CC2C(=O)OCc2nc3sc(C)c(C)c3c(=O)[nH]2)cc1 (stereo unspecified)	-5%	-1%	-15%	5%	i	3	?	?	-2%
Cc1ccc(C(=O)c2cn(Cc3ccccc3)c3c(F)cc(F)cc3c2=O)cc1	13%	-34%	-26%	1%	-9%	-2	-10%[59 µM]	-1%	0%
C=CCn1c(N)cc(=O)nc1SCC(=O)N(c1ccccc1)c1ccccc1	49%[activator]	-33%	-6%[57.1 µM]	-18%	5%	2	-16%	-5%	-3%
CC(=O)Nc1sc2c(c1C(N)=O)CCCC2	48%[activator]	-6%	-5%[57.1 µM]	3%	i	-5	-1%[12.7 µM]	0%	12%
CCOC(=O)c1c(N2C(=O)C3C4C=CC(O4)C3C2=O)sc2c1CCCC2 (stereo unspecified)	?	-2%	56µM*	0%	0%	9	1.8µM*	2%	1%
Cc1cccc(N2CCN(C(=O)CN3C(=O)COc4ccc(S(=O)(=O)N5CCCC5)cc43)CC2C)c1 (stereo unspecified)	13%	?	-24%	-4%	7%	2	-32%[59 µM]	-2%	7%
COc1ccc(C(=O)NCc2ccc3c(c2)cc(C)n3C)cc1	-2%	-16%	?	32µM*	2%	0	.	?	2%
O=C(O)C1CC(=O)N(Cc2cccnc2)C1 (stereo unspecified)	22%	10%	-22%	.	-3%	-3	20%[59 µM]	2%	-4%
O=C(CSCc1c(Cl)cccc1Cl)Nc1ccc2c(c1)OCO2	6%	5%	-35%	-4%	-5%	-1	?	2%	-9%
COc1ccc(CNC(=O)COC(=O)c2c(NC(C)=O)sc(C)c2C)cc1	34%	-7%	0%	-11%	-6%	-2	33%[12.7 µM]	9%	-1%
CCc1nnc(SCC(=O)Nc2ccccc2)nc1CC	26%	-3%	-4%	14%	.	-1	5%[59 µM]	1%	0%
CC1=NNC(=O)C1CC(=O)N/N=C/C(Br)=C/c1ccccc1 (stereo unspecified)	41%[activator]	-6%	-6%	2%	-2%	-2	-2%	3%	18%
COc1cc(NS(=O)(=O)c2cc(Br)cc3c2N(C(C)=O)C(C)C3)cc(OC)c1 (stereo unspecified)	22%	-1%	-17%	-8%	i	-1	5%[59 µM]	-5%	7%
COc1ccccc1-c1cc(C(F)(F)F)nc(S(=O)(=O)CCCC(=O)Nc2cc(C)on2)n1	27%	-1%	-8%	1%	-7%	21	5%[59 µM]	1%	6%
O=C1NC(=Nc2ccccc2Cl)SC1(CO)CO	28%	-4%	-11%	-4%	1%	0	.	11%	-7%
COCC(=O)N1CCCC(C(=O)c2ccc3c4c(cccc24)CC3)C1 (stereo unspecified)	37%	-24%	-9%	10%	i	-1	-44%	3%	-3%
CC(C)[C@H](NC(=O)c1ccco1)C(=O)OCC(=O)Nc1ccc(Cl)c(S(=O)(=O)N(C)C)c1	-5%	6%	-14%	-6%	0%	-2	34%[59 µM]	4%	9%
C=CC[C@@H](CC(=O)N[C@H](CO)Cc1ccccc1)C(=O)N[C@@H](COC(=O)[C@@H](CC=C)Cc1ccc(F)cc1)Cc1ccccc1	11%	.	-16%	-12%	2%	-3	.	-6%	17%

# Some values from the entries so far.
# `CC(C)[C@H](NC(=O)c1ccco1)C(=O)OCC(=O)Nc1ccc(Cl)c(S(=O)(=O)N(C)C)c1` in G9a block reads 34%[59 µM]
# `COc1ccc(NC(=O)NCCc2c(C)nn(C)c2C)c(OC)c1` in HP1b chromo inh reads 6%

# The results go on:
SMILES	HP1b chromo inh	BAZ2B inh	JMJD2A Tudor	ERG-DNA inh	Tb PGK inh	PI4K2A block	G9a block	Pin1 inhibitor	GLS inhibitor
COc1cccc(CN(C)C(=O)CNC(=O)c2sc3ccccc3c2Cl)c1OC	15%	6%	-14%	-1%	-1%	1	-9%	9%	0%
CCn1c(=N)c(S(=O)(=O)c2ccc(F)cc2)cc2c(=O)n3ccccc3nc21	29%	-33%	36%[activator]	4%	3%	-3	-8%[0.501 µM]	?	3%
COC(=O)CSc1nc(N2CCCCC2)c2c(c1C#N)CCCC2	31%	26%	-15%[11.4 µM]	9%	-2%	13	18%[59 µM]	-2%	8%
CC(C)(C)C(=O)NC1CC2CCCC(C1)N2C(=O)Nc1ccc(Cl)cc1 (stereo unspecified)	29%	10%[0.457 µM]	-14%	-2%	-3%	0	.	-2%	0%
O=C(COc1ncnc2c(Cl)cc(Cl)cc12)N1CCCCC1	14%	-2%	-10%	2%	3%	2	17%[12.7 µM]	-9%	1%
Cc1noc(Cn2c(=O)c3ccccc3n(CC(=O)Nc3ccc(C(C)C)cc3)c2=O)n1	21%	-14%	-16%	-13%	-4%	-2	-33%[59 µM]	7%	-2%
COc1ccc(NC2CCCN(C(=O)CCc3ccncc3)C2)cc1OC (stereo unspecified)	56%[activator]	7%[57.1 µM]	-18%	3%	i	-2	-31%	-2%	21%
CN1CCN(C(=O)c2cnn3c2NC(c2ccccc2)CC3C(F)(F)F)CC1 (stereo unspecified)	32%	3%	-7%	-1%	0%	1	.	6%	-8%
O=C(CN1C(=O)NC2(CCCCCC2)C1=O)N1CCC(Cc2ccccc2)CC1	29%	7%	8%[57.1 µM]	-17%	i	-1	?	-2%	-6%
Cc1ccc(C)c(NC(=O)c2cc([N+](=O)[O-])cc([N+](=O)[O-])c2)c1	21%	4%	-6%	-7%	-2%	2	17%	-9%	-8%
Cc1nnc(NCc2cccc(Cl)c2)c2ccccc12	23%	-20%	-34%	-9%	-7%	0	-16%	-6%	19%
Cc1nnsc1C(=O)Nc1cccc(Cl)c1C	29%	.	-5%	-8%	9%	-1	-14%	-3%	-1%

# Next section; the last 2 above are carried over.
SMILES	HP1b chromo inh	BAZ2B inh	JMJD2A Tudor	ERG-DNA inh	Tb PGK inh	PI4K2A block	G9a block	Pin1 inhibitor	GLS inhibitor
Cc1nnc(NCc2cccc(Cl)c2)c2ccccc12	23%	-20%	-34%	-9%	-7%	0	-16%	-6%	19%
Cc1nnsc1C(=O)Nc1cccc(Cl)c1C	29%	.	-5%	-8%	9%	-1	-14%	-3%	-1%
Cc1cccc(N2CCN(S(=O)(=O)c3ccc4c(c3)CCCN4C(=O)C3CCC3)CC2)c1C	25%	-18%[57.1 µM]	-9%&-8%	-9%&4%	-7%&2%	-3&2	7%[59 µM]	6%&11%	-2%&4%
NC(=S)N/N=C1\CC(c2ccc3c(c2)OCCO3)Oc2ccc(F)cc21 (stereo unspecified)	-4%	-19%	-17%	2%	-9%	1	7%	1%	12%
COc1ccc(C(=O)CCC(=O)N2CCN(c3ccc(N4CCOCC4)nn3)CC2)cc1	48%[activator]	-2%	-4%	6%	i	-3	-39%	9%	8%
Clc1ccc(-n2cnnn2)cc1	23%	0%	-15%	2%	-9%	-1	4%	-9%	5%
COc1ccc(C2=Nc3nc(-c4ccccc4)cn3C(c3ccc(OC)cc3)C2)cc1 (stereo unspecified)	40%[activator]	-2%	-17%	0%	-2%	3	22µM*	?	-16%
CCC1CN(C(=O)N2CCC(C(=O)NCCc3ccc(Cl)cc3)CC2)c2ccccc2O1 (stereo unspecified)	33%	-16%	-10%	3%	4%	3	-6%[59 µM]	1%	3%
COc1ccc(Cl)cc1Nc1ncnc2c1nc1n2CCCC1	14%	3%	-7%	-1%	-8%	-3	-3%[59 µM]	-7%	-2%
CCOc1ccc(N(C(=O)c2snc(C(N)=O)c2N)C(C(=O)NC2CCCC2)c2ccncc2)cc1 (stereo unspecified)	-5%	9%	-12%	-4%	-9%	13	-10%	4%	2%
O=C(c1cccc(S(=O)(=O)N2CCCCC2)c1)N1CCN(c2ccccc2)CC1	-5%	-24%	-21%	15%	i	-2	-7%	-7%	13%
COC(=O)C1=C(N)Oc2cc(C)[nH]c(=O)c2C1c1cccnc1 (stereo unspecified)	18%	-29%	-12%	-7%	-2%	-10	-25%[59 µM]	20%	14%
CCOC(=O)c1cccc(NC(=O)C2CCN(S(=O)(=O)c3cn(C)cn3)CC2)c1	26%	-1%	-1%	6%	-10%	2	19%[59 µM]	-1%	-3%
CCOC(=O)Cc1csc(NC(=S)NC(=O)c2cccc([N+](=O)[O-])c2)n1	10%	3%	-12%	-12%	i	2	12%[59 µM]	0%	-4%
